GSTO1 inh: counter-screen for RBBP9 inhibitors: inhibitors of human GSTO1. recombinant GSTO1, activity-based probe fluorescence polarization. inhibition, % at 5.96 µM. P78417. 300,000 tested, 1.1% active;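 active = inhibition above the campaign mean inhibition plus 3 SD, cut at about 35% in these data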;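 note: 0% = GSTO1-1 with DMSO and 100% = wells lacking GSTO1-1 enzyme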
Target sequence (P78417 whole entry, looked up): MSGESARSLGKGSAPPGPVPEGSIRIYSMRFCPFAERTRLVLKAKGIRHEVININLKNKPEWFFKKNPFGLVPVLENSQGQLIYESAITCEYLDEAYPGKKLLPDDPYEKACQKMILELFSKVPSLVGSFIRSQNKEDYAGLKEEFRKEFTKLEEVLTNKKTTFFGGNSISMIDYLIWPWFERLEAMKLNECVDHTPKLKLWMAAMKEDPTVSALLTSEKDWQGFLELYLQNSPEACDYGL
LYPLA1 inh: blocks human lysophospholipase 1, a PME1 counter-screen; O75608; recombinant LYPLA1, FP-Rh probe fluorescence polarization; inhibition, % at 5.9 µM; 320,000 tested, 0.16% active;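 active = inhibition above the mean of all tested compounds plus 3 SD, set per campaign, cut at about 14% in these data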;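 note: inhibitors block serine hydrolase probe labeling of LYPLA1 so polarization falls; 0% = enzyme with DMSO and 100% = wells lacking LYPLA1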
pPAFAH inh: pPAFAH (human) enzyme inhibition. Q13093. 330,000 tested, 1.5% active. inhibition, % at 3.39 µM. recombinant pPAFAH, FP-rhodamine probe fluorescence polarization;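 active = inhibition above the mean inhibition across the screen plus 3 SD, cut at about 25% in these data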;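 note: inhibitors block binding of the rhodamine activity-based probe so polarization drops; 0% = enzyme with DMSO and 100% = wells lacking pPAFAH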
Target sequence (Q13093 whole entry, looked up): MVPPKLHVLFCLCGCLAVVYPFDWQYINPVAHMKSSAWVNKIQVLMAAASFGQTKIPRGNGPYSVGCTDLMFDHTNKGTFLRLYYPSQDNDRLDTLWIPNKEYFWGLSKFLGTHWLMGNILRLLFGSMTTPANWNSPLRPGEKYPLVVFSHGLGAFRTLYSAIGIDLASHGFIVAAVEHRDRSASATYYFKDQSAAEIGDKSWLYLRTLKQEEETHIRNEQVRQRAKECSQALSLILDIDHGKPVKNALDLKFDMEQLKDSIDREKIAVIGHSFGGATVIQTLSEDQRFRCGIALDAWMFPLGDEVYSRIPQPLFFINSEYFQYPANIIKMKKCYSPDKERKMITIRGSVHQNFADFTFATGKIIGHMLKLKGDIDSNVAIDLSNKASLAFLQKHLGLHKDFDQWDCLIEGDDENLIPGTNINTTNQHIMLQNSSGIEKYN
PAFAH1B2 FP inh: inhibitors of human PAFAH1B2; P68402; recombinant PAFAH1B2, FP-rhodamine activity probe, fluorescence polarization; inhibition, % at 3.39 µM; 340,000 tested, 1.2% active; AID 492953;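 active = inhibition above the mean of all tested compounds plus 3 SD, cut at about 24% in these data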;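 note: 0% = enzyme with DMSO and 100% = wells lacking PAFAH1B2; many of its hits are not listed in these tables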
PME-1 primary: PME-1 (human) inhibition; Q9Y570; recombinant PME-1, FP-Rh probe fluorescence polarization; inhibition, % at 5.9 µM; 320,000 tested, 0.53% active;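 active = inhibition above the campaign mean of all compounds plus 3 SD, cut at about 26% in these data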;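 note: competitive labeling of PME-1 active site by serine hydrolase directed probe; 0% = PME-1 with DMSO and 100% = wells lacking PME-1 enzyme; inhibitors block probe labeling so polarization falls and inhibition rises; many of its hits are not listed in these tables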
PAFAH1B3 FP inh: inhibitors of human PAFAH1B3; Q15102; recombinant PAFAH1B3, FP-rhodamine probe, fluorescence polarization; inhibition, % at 3.39 µM; 340,000 tested, 0.28% active; AID 492972;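 active = inhibition above the screen-wide average of all tested compounds plus 3 SD, cut at about 25% in these data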;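 note: 0% = enzyme with DMSO only and 100% = wells lacking PAFAH1B3 protein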
Target sequence (Q15102 whole entry, looked up): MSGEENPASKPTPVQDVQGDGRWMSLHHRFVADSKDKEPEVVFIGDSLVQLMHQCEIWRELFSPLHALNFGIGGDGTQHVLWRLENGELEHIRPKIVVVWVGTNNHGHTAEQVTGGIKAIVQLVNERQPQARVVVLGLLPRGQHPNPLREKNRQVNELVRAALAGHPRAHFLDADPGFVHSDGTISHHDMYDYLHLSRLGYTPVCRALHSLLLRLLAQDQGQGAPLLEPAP
PAFAH2 FP inh: PAFAH2 (human) inhibition. Q99487. recombinant PAFAH2, FP-rhodamine activity probe, fluorescence polarization. inhibition, % at 3.39 µM. 340,000 tested, 0.99% active. AID 492956;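 active = inhibition above the mean over all tested compounds plus 3 SD, cut at about 30% in these data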;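 note: inhibitors block probe labeling of enzyme so polarization drops; 0% = enzyme with DMSO and 100% = wells lacking PAFAH2 protein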
PAD4 FP inh: inhibitors of human PAD4 | recombinant PAD4, RCA probe fluorescence polarization | inhibition, % at 6.36 µM | 330,000 tested, 0.41% active;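 active = percent inhibition above a cutoff equal to the mean of all tested compounds plus 3 SD, cut at about 15% in these data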;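 note: 0% = PAD4 with RCA probe and DMSO and 100% = probe without PAD4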
Fam108B counter: counter-screen for RBBP9 inhibitors: inhibitors of mouse Fam108B; recombinant Fam108B, FP-Rh probe fluorescence polarization; inhibition, % at 9.51 µM; 300,000 tested, 0.33% active;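 active = inhibition above the screen mean inhibition plus 3 SD, computed separately per campaign, cut at about 18% in these data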;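 note: inhibitors lower polarization as less probe binds the enzyme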
The depositor's hits bear a star; nt = no result given. Only part of the results is shown; the hit share may differ from the screen's.

SMILES	GSTO1 inh	LYPLA1 inh	pPAFAH inh	PAFAH1B2 FP inh	PME-1 primary	PAFAH1B3 FP inh	PAFAH2 FP inh	PAD4 FP inh	Fam108B counter
Cc1ccc2nc3c(cc(C(=O)NCC4CCCO4)c(=N)n3CC3CCCO3)c(=O)n2c1 (stereo not drawn)	9	0	3	0	0	5	-7	4	0
CCCCCc1c(C)[nH]c2nc3ccccc3n2c1=O	-12	2	3	4	-4	10	2	-1	-2
CCN(C(=O)C1CC1)C1CCS(=O)(=O)C1 (stereo not drawn)	-4	1	-4	3	-6	2	1	-9	-6
CC(CCN(C)C)OC(=O)c1ccc(C(C)c2ccccc2)o1 (stereo not drawn)	2	-1	3	-1	0	-1	-3	-1	3
Cn1cccc1/C=N\NC(=O)c1cncc(Br)c1	0	0	1	nt	3	nt	nt	-4	-1
COc1cc(C)ccc1OCc1cc(C(=O)NC(C)Cn2cncn2)no1 (stereo not drawn)	2	1	1	3	6	-2	3	-5	-3
CC(O)[C@H]1CNC(=S)N1CCc1cccc(F)c1 (stereo partly drawn)	-2	-5	-6	-1	1	-4	3	-3	0
O=C(N/N=C/C=C/c1cccc([N+](=O)[O-])c1)c1ccncc1	0	4	2	9	-4	6	9	4	-1
Nc1nn(-c2ccccc2)nc1C(=O)OCc1ccccc1	1	0	8	3	-3	0	1	-2	-3
CCCCNCCOCCSc1ccc(Cl)cc1	3	-3	4	19	-7	9	5	2	0
CCN(CC)c1nc2ccccc2[nH]c1=O	5	0	2	-1	0	4	2	0	1
CCN(CC)c1ccc(NC(=O)/C=C\c2ccccc2Cl)cc1	9	1	14	7	4	18	8	-3	15
Cc1cc(NC(=O)Nc2ccccc2[N+](=O)[O-])no1	3	1	4	3	2	10	-1	-2	-3
Cc1ccc(N/C(N)=N/c2nc(CSc3nnc(N)s3)cc(=O)[nH]2)cc1	10	2	1	-4	-1	8	3	2	-1
COc1ccc(C(=O)C2CCCN(C(=O)c3ccccc3C(C)=O)C2)cc1F (stereo not drawn)	8	-2	2	0	6	-7	3	-1	-2
COc1cccc(-n2c(C)nn(CCOc3ccccc3)c2=O)c1	4	-2	-6	1	-6	10	-2	-3	0
CCc1cc[n+](-c2nc3ccccc3nc2[N-]S(=O)(=O)c2ccc(Br)s2)cc1	0	-8	-1	-4	10	-3	-1	-1	-6
COc1ccc(C(=O)Nc2ccc(N3CCN(c4ccc(OC)cc4)CC3)c(C#N)c2)cc1	-6	1	2	1	0	9	4	-5	-4
C=CCNC(=O)c1ccccc1NC(=O)C1CC(=O)N(C(C)C)C1 (stereo not drawn)	-2	0	-2	3	1	2	1	-6	-2
Cc1ccc(CN/C=C/C(=O)c2ccc(Br)cc2)cc1	-7	-3	-2	13	-9	6	4	4	-3
O=C(CN(C(=O)CNC(=O)c1ccco1)c1ccc(F)c(Cl)c1)NC1CCCCC1	2	-1	2	9	2	3	-8	2	0
CC(=O)Nc1ccc(N2CCc3c(C)c(C#N)c4nc5ccccc5n4c32)cc1	5	1	5	nt	3	nt	nt	-3	-2
COc1ccc2c(=O)c3c(=O)n(Cc4ccco4)c(-c4ccco4)nc3oc2c1	-7	-5	8	9	1	5	27	-3	0
CCOC(=O)Cn1nc(C)c(NC(=O)c2ccc(Cl)c([N+](=O)[O-])c2)c1C	4	-2	-2	-2	4	3	-4	3	5
COC(=O)CC1Nc2ccccc2SC1=O (stereo not drawn)	1	0	-2	2	3	0	2	-1	-2
COc1ccc(C(CNC(=O)C2COc3ccccc3O2)N2CCCC2)cc1 (stereo not drawn)	nt	5	-8	3	2	5	0	-3	nt
COc1ccc(NC(=O)c2c(C(F)(F)F)nn(C)c2SCc2ccccc2Cl)cc1	-4	4	6	4	-1	6	5	-7	2
O=C(NCC1CCCO1)c1cccc(S(=O)(=O)N(Cc2ccccc2)c2ccccc2)c1 (stereo not drawn)	5	0	2	-2	5	0	0	0	1
O=C(CCNC(=O)c1ccccc1Cl)NCC(c1ccco1)N1CCCC1 (stereo not drawn)	-5	-3	5	-2	1	10	-2	1	-1
CCOC(=O)C1(Cc2ccccc2C)CCCN(C(=O)CCn2nccc2C)C1 (stereo not drawn)	1	-3	-3	2	2	1	2	1	-4
COc1ccccc1N1CCN(CC(O)COc2ccc(C)c(C)c2)CC1 (stereo not drawn)	4	-1	1	-2	2	1	6	-1	-2
COc1cc(/C=N/NS(=O)(=O)c2ccc3ccccc3c2)ccc1OCc1ccc(C(=O)O)cc1	0	2	11	14	-9	11	17	-1	-1
NCC(=O)NCC(=O)NC[C@H]1O[C@@H](n2cnc3c(N)ncnc32)[C@H](O)[C@@H]1O	nt	nt	2	8	nt	11	1	0	nt
Cc1cccc(C)c1NC(=S)N(CCN(C)C)C(C)c1ccccn1 (stereo not drawn)	-4	5	-1	1	-4	8	3	1	-1
Cc1ccc(NC(=O)C2C3C=CC4(O3)C2C(=O)N(CCN2CCOCC2)C4C(=O)NC2CCCCC2)cc1C (stereo not drawn)	8	1	2	4	-3	-2	-9	1	2
Cc1ccc(C)n1-c1ccc(N2CCOCC2)cc1	22	2	8	0	-4	13	5	-15	4

Arranged by value in PAFAH2 FP inh (high to low): three of the compounds above.
SMILES	PAFAH2 FP inh
COc1ccc(C(=O)Nc2ccc(N3CCN(c4ccc(OC)cc4)CC3)c(C#N)c2)cc1	4
Cc1cccc(C)c1NC(=S)N(CCN(C)C)C(C)c1ccccn1 (stereo not drawn)	3
NCC(=O)NCC(=O)NC[C@H]1O[C@@H](n2cnc3c(N)ncnc32)[C@H](O)[C@@H]1O	1

(further entries)
SMILES	GSTO1 inh	LYPLA1 inh	pPAFAH inh	PAFAH1B2 FP inh	PME-1 primary	PAFAH1B3 FP inh	PAFAH2 FP inh	PAD4 FP inh	Fam108B counter
CC(C)c1nnc(NC(=O)CCc2ccccc2)s1	-9	0	1	3	-6	7	5	1	-2
CC(=O)N1CCOc2ccc(S(=O)(=O)Nc3cccc(C)c3)cc21	4	-2	18	2	6	4	3	-1	0
CN(C)CCCNC(=S)N1CCC(c2nc3ccccc3[nH]2)CC1	3	0	3	1	5	9	7	-1	1
Cc1ccc2cc3c(N)c(C(=O)N4CCOCC4)sc3nc2c1	-1	-1	9	-3	13	0	-2	-1	5
Cc1ccc(S(=O)(=O)NC(C(=O)Oc2ccc3c(C)c(Cl)c(=O)oc3c2)c2ccccc2)cc1 (stereo not drawn)	-3	0	1	6	2	3	-4	-4	-5
CCN1CCN(CCOc2cccc(Cl)c2Cl)CC1	22	-2	0	0	-4	2	2	-2	-2
Cc1c(NC(=O)C(C)OC(=O)CCc2ccccc2)c(=O)n(-c2ccccc2)n1C (stereo not drawn)	-2	-1	0	5	5	10	-2	-4	-3
COCCCNC(=O)CCn1c(=O)c2ccccc2n(CC(=O)NCCc2ccc(OC)c(OC)c2)c1=O	1	3	-2	1	4	5	0	-5	0
CCOC(=O)C1CCN(C(=O)CCC2CCCC2)CC1	1	-2	2	0	-3	6	4	-1	1
CCOC(=O)c1c(CN2CCCCC2C)oc2ccc(OC)cc12 (stereo not drawn)	-4	-2	2	1	-8	2	-5	-4	-5
O=C(N/N=C/c1cc([N+](=O)[O-])ccc1O)Nc1ccccc1	0	2	13	32*	2	3	3	2	2
CCOC(=O)c1c(C)[nH]c(C(=O)COC(=O)CSCC(=O)N(CC)CC)c1C	0	-5	24	6	-1	1	-3	2	0
O=C(Cn1nc(-c2cccc([N+](=O)[O-])c2)c2ccccc2c1=O)Nc1cccnc1	-4	-3	4	2	3	4	1	2	-3
Nc1nonc1C(=O)NCCNCc1ccccc1OCc1ccccc1F	6	-1	-4	2	-5	4	-2	1	-3
C/C(Cl)=C/Cn1c(N2CCCC2)nc2c1c(=O)n(C)c(=O)n2C	-5	3	2	5	5	-8	3	-2	0
CC(=O)Nc1ccc(NC(=O)CNC(=O)c2sc3ccccc3c2Cl)cc1	-10	-6	-1	-5	-9	-4	-12	-8	-19
CCN1CCN(CCCNC(=O)c2ccc(NC(=O)C3=C(C)OCCS3)cc2)CC1	1	1	2	4	-1	5	9	3	0
Cc1cccc(NC(=O)c2c(F)c(F)c(F)c(F)c2F)c1	-11	1	3	-2	-9	2	-6	2	-1
COc1cccc(-n2c(=O)c3sccc3n(CC(=O)NCC3CCCO3)c2=O)c1 (stereo not drawn)	-1	2	0	6	1	6	-3	0	-1
C=CCN1C(=O)c2ccc(C(=O)N3CCN(S(=O)(=O)c4cccc(F)c4)CC3)cc2C1=O	-6	3	2	5	-3	6	8	-2	2
COC(=O)[C@@]1(Cc2ccccc2)[C@H]2c3cc(C(=O)N4CCCC4)n(Cc4ccsc4Br)c3C[C@H]2CN1C(=O)c1ccccc1	-60	-4	-1	nt	-3	nt	nt	1	-2
Cc1ccc(S(=O)(=O)n2cnc3ccccc32)cc1[N+](=O)[O-]	2	-5	-3	5	4	7	-3	-6	5
COc1ccccc1NC1=NC(c2ccc(Cl)cc2)N=C(N)N1 (stereo not drawn)	0	1	1	-4	-5	-3	1	0	-1
CC1CN=C(N(C(=O)Nc2ccccc2)c2ccc(F)cc2)S1 (stereo not drawn)	2	2	0	-3	-1	6	3	-3	1
COc1ccccc1NS(=O)(=O)c1ccc2c(c1)NC(=O)C(C)S2 (stereo not drawn)	-3	-1	3	4	8	11	-2	-6	4
O=C(O)c1ccc(Nc2nc3ccc(Cl)cc3[nH]2)cc1	6	1	11	5	3	3	6	-6	3
CCOC(=O)C1CCCN(C(=O)Nc2ccccc2)C1 (stereo not drawn)	5	0	-1	-1	0	-1	-4	-4	4
CCC(=O)N1CCc2nc(-c3ccccc3)sc2C1	0	-2	4	5	-5	9	-4	5	-8
C/C(=N\NC(=O)C(O)c1ccccc1)c1ccc(Cl)cc1 (stereo not drawn)	7	1	-3	22	-2	2	2	4	-4
CCOC(=O)N1CCN(C(=O)/C(=C/c2ccccc2OC)NC(=O)c2ccccc2)CC1	-4	1	2	0	4	3	8	-8	1
Cc1n[nH]c(=S)n1Cc1ccccc1	3	2	1	5	6	-1	-6	-5	0
Cc1nnc(NC(=O)CSC2CCCCC2)s1	-1	-1	4	6	-2	-7	4	-1	-9
Cn1c(CNC(=O)c2ccccc2)nnc1SCC(=O)Nc1nccs1	0	3	2	-2	1	3	-6	-2	-1
COc1cc(OC)c(NS(=O)(=O)c2ccc(Cl)c(C(=O)OC(C)C(=O)N3CCCC3)c2)cc1Cl (stereo not drawn)	-3	0	5	0	2	6	8	-1	2
O=C1NC(=O)N(Cc2ccccc2)C1=O	4	6	-1	1	-3	4	10	0	-3
O=C(CSc1nnnn1-c1ccccc1)NC1CCCc2ccccc21 (stereo not drawn)	-4	2	-3	3	6	13	9	-1	2
COC(=O)c1cc(CC(=O)c2ccc(O)cc2O)c(C)o1	4	-2	3	-1	-3	5	8	-4	-2
CCOc1ccccc1NC(=O)CSc1nc2cccnc2n1C	5	0	-4	2	1	8	-2	7	2
CC(CCc1ccccc1)NC(=O)CNC(=O)c1ccccc1Br (stereo not drawn)	-2	-3	2	0	5	4	3	-1	-5
Fc1ccccc1N=C1NN=C(c2ccccc2)CS1	-13	-3	1	4	6	-3	-1	-11	-4
CCC(=O)NNC(=O)c1c(O)c2ccccc2[nH]c1=O	-2	-2	-2	4	-1	1	3	2	-3
COc1ccc(C2=NN(C(=O)CCC(=O)O)C(c3ccccc3F)C2)cc1 (stereo not drawn)	0	-5	-3	8	-1	7	-4	-1	0

Bioassay records from PubChem.
